Screening data: PubChem BioAssay, Broad Institute
RAD52 anneal inh = inhibitors of human RAD52 DNA annealing. P43351. recombinant RAD52 DNA annealing, FRET fluorescence. inhibition, % at 18.7 µM. actives 0.46% (n = 360,000);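 active = every replicate showing at least 50% inhibition; inconclusive = mean inhibition at least 50% but not in every replicate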
E-sel inducer = E-selectin induction on HUVECs; P16581; HUVEC E-selectin immunofluorescence imaging; normalized: neutral wells 0, TNF-alpha wells 100; activation, % at 7.58 µM; actives 0.37% (n = 260,000); AID 686992;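 active = mean E-selectin-positive cell signal at least 10% of the positive control, reached in at least 60% of replicates, without over 20% cell loss; inconclusive = no rule given, readout overlaps actives, possibly toxicity-flagged; inactive = the rest, including those meeting only one limit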;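 also: in these data hits start at about 27%; measured in HUVEC primary endothelial cells; signal is the percent of cells scored E-selectin positive by PE staining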
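Test system: HUVEC | Signal: Immunofluorescence imaging | Read-out: Percent E-selectin-positive cells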
ERp5 block = inhibitors of human ERp5; inhibition, % at 9.99 µM; actives 0.05% (n = 350,000); ERp5 insulin aggregation, absorbance 650 nm, 90 min; Q15084; AID 651711;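 active = mean replicate inhibition above about 25%, with every replicate also reaching it, limit read from the data, passing the limit was not always enough; inconclusive = only one of those two criteria met; inactive = neither criterion met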
ERAP1 HTS inh = ERAP1 (human) enzyme inhibition; recombinant ERAP1, Leu-AMC fluorescence, 60 min; inhibition, % at 10.7 µM; actives 0.15% (n = 340,000); AID 652197;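 active = mean replicate inhibition of at least 30%, or all replicates individually reaching that 30% level; inactive = mean below 30% and not every replicate reaching it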;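 also: 0% = neutral control wells and 100% = L-leucinethiol positive control wells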
Target sequence (Q9NZ08 whole entry, looked up): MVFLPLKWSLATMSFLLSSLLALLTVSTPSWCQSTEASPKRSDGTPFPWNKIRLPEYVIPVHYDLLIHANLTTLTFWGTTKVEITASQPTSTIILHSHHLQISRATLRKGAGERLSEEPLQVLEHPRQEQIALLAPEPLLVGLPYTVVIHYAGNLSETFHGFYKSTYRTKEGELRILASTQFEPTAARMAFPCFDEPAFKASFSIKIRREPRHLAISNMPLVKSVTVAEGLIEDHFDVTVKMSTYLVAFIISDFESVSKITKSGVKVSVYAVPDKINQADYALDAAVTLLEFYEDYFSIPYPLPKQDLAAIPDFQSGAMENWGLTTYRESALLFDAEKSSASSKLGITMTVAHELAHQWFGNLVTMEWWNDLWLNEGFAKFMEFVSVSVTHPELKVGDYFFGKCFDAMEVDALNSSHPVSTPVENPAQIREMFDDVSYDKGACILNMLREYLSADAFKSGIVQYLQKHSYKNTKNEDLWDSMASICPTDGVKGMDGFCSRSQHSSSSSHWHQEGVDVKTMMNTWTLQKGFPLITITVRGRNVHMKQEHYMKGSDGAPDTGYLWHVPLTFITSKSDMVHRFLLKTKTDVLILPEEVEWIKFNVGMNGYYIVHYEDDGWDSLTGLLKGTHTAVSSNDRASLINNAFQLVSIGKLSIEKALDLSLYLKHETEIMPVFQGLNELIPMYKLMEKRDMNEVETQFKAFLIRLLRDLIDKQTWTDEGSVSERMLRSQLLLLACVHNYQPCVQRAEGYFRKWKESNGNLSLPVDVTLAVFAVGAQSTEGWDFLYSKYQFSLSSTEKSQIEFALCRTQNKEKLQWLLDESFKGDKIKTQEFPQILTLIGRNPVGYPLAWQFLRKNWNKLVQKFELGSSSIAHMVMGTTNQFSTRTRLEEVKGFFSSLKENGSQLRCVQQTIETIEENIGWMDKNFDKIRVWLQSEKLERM
esBAF inh = inhibitors of esBAF chromatin remodeling in mouse ES cells. reporter increase, % at 12.5 µM. actives 2% (n = 350,000). Bmi1-luciferase knock-in reporter, 24 h; 100% = twice the neutral-well signal; in the data active = activation above about 40%; inconclusive = no clear call, values can overlap the other calls;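 also: 0% = median of the plate's neutral control wells and 100% = double that signal; a rise in the Bmi1 reporter signal indicates esBAF inhibition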
XiGFP reactiv = reactivates the inactive X chromosome in mouse fibroblasts; XiGFP mouse fibroblasts, % GFP-positive cells imaging, 3 d; cells co-treated with 5-aza-dC sensitizer; scaled so ellipticine positive control = 100%; activation, % at 7.58 µM; actives 0.055% (n = 360,000);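 active = mean normalized replicate activation at least 10% and every replicate at or above 10%; inconclusive = only one of the two criteria met; inactive = mean below 10% and not all replicates reach 10%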;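 also: 0% = median of on-plate neutral control wells and 100% = ellipticine 6 µM median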
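assay system = SV40-immortalized XiGFP fibroblast cells, line 68-5-11 | buffer or medium = DMEM plus 5-aza-dC sensitizer | doses = single-point pinned compound dosing | times = 3-day compound exposure, then 15 min fixation at room temperature | benchmarks = positive control ellipticine, 6 µM final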
RAD54 branch = RAD54 (human) branch migration inhibition; Q92698; RAD54 Holliday junction branch migration, FAM/BHQ fluorescence; inhibition, % at 10.4 µM; actives 0.14% (n = 360,000); AID 602329;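 active = mean normalized replicate activity at least 40 and at least half of replicates scoring 40 or more; inconclusive = only one of the two criteria met; inactive = mean below 40 and under half of replicates reaching 40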;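 also: 0% = median of neutral control wells and 100% = median of positive control wells; inhibitors cause a drop in the FAM fluorescence signal; in these data hits start at about 50%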
S100A4 inh HTS = inhibitors of human S100A4 binding to myosin IIA peptide; S100A4/TAMRA-MyoIIA peptide fluorescence polarization; inhibition, % at 10.7 µM; actives 0.14% (n = 360,000); AID 652163;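 active = mean inhibition of at least 70% across replicates, with every replicate also reaching that level; inconclusive = mean inhibition reaches 70% but some replicates fall short; inactive = mean inhibition below 70%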
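Material: S100A4 monomer (human). Medium: Calcium-containing HEPES buffer, pH 7.2. Probe or stimulus: labelled myosin peptide probe, 5 nM. Compound dosing: one concentration per compound. Timing: polarization read 5 min after assay mix addition, stable 5–60 min. Benchmarks: DMSO as neutral control, TFP as positive control.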
Starred values were filed as active, the others as inactive; ? = inconclusive; · = no result given; & = joins results of further samples.

structure	RAD52 anneal inh	E-sel inducer	ERp5 block	ERAP1 HTS inh	esBAF inh	XiGFP reactiv	RAD54 branch	S100A4 inh HTS
CCCNC(=O)N1CC2(CN(C(=O)C3CCOCC3)C2)c2c([nH]c3cc(OC)ccc23)[C@H]1CO	-5	0.4	0	-1	·	0.1	·	-5
COc1ccc(CCNC(=O)COC(=O)/C=C/c2ccc(OCC#N)c(OC)c2)cc1	-3	·	3	0	·	0.0	7	-2
CC1(C)CC(NC(=O)c2cccc(Cl)c2)CC(C)(C)N1	-15	·	0	1	8	0.2	-11	5
CC(C)(C)NC(=O)C(c1cccnc1)N(C(=O)c1ccc(Cl)nc1)C1CCCC1 (configuration not stated)	-23	7.5	-1	-7	3	0.0	3	7
COc1ccc(CN(Cc2ccccn2)C(=O)CN2C(=O)COc3ccccc32)cc1	-14	·	2	2	·	·	9	-5
CCOc1cc(C2C3=C(CC(C)(C)CC3=O)OC3=C2C(=O)CC(C)(C)C3)cc([N+](=O)[O-])c1O	-11	-3.7	-4	·	·	0.2	·	5
CC1C=NC(S(=O)(=O)N2CC[C@@H]3[C@@H](CO)N(C)c4ccc(-c5ccc(F)cc5)cc4[C@@H]32)=N1 (some centres not stated)	·	0.2	·	·	-9	0.1	1	·
CCCNC(=O)N1[C@H](CO)[C@H](c2ccc(-c3ccc(C#N)cc3)cc2)[C@@H]1CNC	-2	0.4	4	2	·	0.2	·	14
COc1ccccc1NS(=O)(=O)c1ccc(C)c(NC(=O)C2CCCO2)c1 (configuration not stated)	-18	-0.6	0	3	-1	0.0	8	-12
CN(C(=O)Cn1cc([N+](=O)[O-])ccc1=O)C1CCCCC1	0	-0.3	-4	7	-8	0.0	9	-31
CCC(CO)Oc1cc(NC(=O)c2ccc(Cl)cc2)c2ncn(C(C)C)c2c1 (configuration not stated)	-7	0.0	8	-2	-5	0.0	-1&-3	0
CN(C)CC#Cc1ccc([C@H]2[C@@H](CO)N3CCCCN(C(=O)Nc4ccccc4F)C[C@H]23)cc1	70*	-0.3	-2	-1	-5	0.1	-4	5
CC(=O)c1cccc(NC(=O)c2cc(C)nn2-c2ccccc2)c1	-11	-0.1	-2	4	16	0.2	-14	-3
Cc1ccc2c(c1)N(CC(=O)NC1CCCC1)C(=O)CO2	-5	·	-1	2	1	0.0	·	4
Cc1cc(NC(=O)CSc2ccc3nnc(-c4cccs4)n3n2)no1	-10	4.4	-4	-3	-1	0.2	-5	2
CC(=O)Nc1cccc(C(=O)/C=C/c2ccc(Br)cc2)c1	-1	·	0	0	·	0.0	·	-14
CCOc1ccc(C(=O)Nc2c(C(=O)N3CCC(N4CCCCC4)CC3)oc3ccccc23)cc1	6	·	0	0	0	0.2	3	-12
C[C@H]1CN([C@@H](C)CO)C(=O)Cc2cc(NC(=O)Nc3ccccc3)ccc2O[C@H]1CN(C)Cc1ccc(C(F)(F)F)cc1	-12	0.2	-2	-1	10	-0.2	2	4
COc1ccc(S(=O)(=O)Nc2ccc3c(c2)C(=O)N([C@@H](C)CO)C[C@@H](C)[C@@H](CN(C)Cc2ccc(C(=O)O)cc2)OCCCC[C@H](C)O3)cc1	7	0.9	-6	-7	-2	3.1	3	2
COc1ccc(CCNC(=O)Nc2ccc3c(c2)c(=O)n(C)n3C)cc1OC	-1	0.9	0	-5	-2	0.0	-2	-3
O=c1c2ccccc2[nH]c(=S)n1Cc1ccccc1	-16	0.4	1	5	3	0.0	1	7
O=C(C[C@@H]1CC[C@@H]2[C@H](COC[C@H](O)CN2S(=O)(=O)c2cccc(Cl)c2)O1)NCCCN1CCOCC1	-1	0.1	4	1	-5	0.0	6	-5
COc1ccccc1NC(=O)N1C[C@@H]2N[C@H](C1)C2c1ccc(-c2ccc(C#N)cc2)cc1 (some centres not stated)	41&39	0.3&1.2	1&0	1&1	·	0.0&0.0	·	-6&-1
CC(C)CC#Cc1cnc2c(c1)C(=O)N([C@@H](C)CO)C[C@H](C)[C@H](CN(C)C(=O)Nc1cccc(F)c1)O2	18	0.0	2	0	3	0.3	10	21
C/C=C/c1cccc(-c2nc(C(=O)N3CCCCC3)cc3c2[C@H](CCO)N(C(=O)NC(C)C)C3)c1	-5&-9	2.6	1	6	·	0.4&0.0	·	-3&-2
COc1ccccc1CNC(=O)C[C@@H]1CC[C@H]2[C@@H](COC[C@H](O)CN2Cc2cccc(-c3ccncc3)c2)O1	·	0.2	·	·	5	0.6	8	·
CCNC(=O)Nc1ccc2c(c1)C(=O)N(C)[C@@H]1CC[C@H](CC(=O)Nc3ccccc3)O[C@@H]1CO2	-10	-0.1	-1	1	-5	0.0	-5	9
OCCCNc1ncnc2c1ncn2[C@H]1CN(Cc2ccc3c(c2)OCO3)C[C@@H](CO)O1	6	0.8	-7	-2	-7	0.2	5	-1
C[C@H]1CCCCO[C@H](CN(C)C(=O)Nc2ccc(C(F)(F)F)cc2)[C@@H](C)CN([C@@H](C)CO)C(=O)c2cc(NS(=O)(=O)c3cn(C)cn3)ccc2O1	-46	0.2	5	1	10	0.2	2	-9
COc1ccc(C)cc1NC(=O)CN1c2cccc3cccc(c23)S1(=O)=O	-10	·	1	-1	4	-0.1	-11	-19

2 of these compounds in a different format:
The line under a structure holds: RAD52 anneal inh, E-sel inducer, ERp5 block, ERAP1 HTS inh, esBAF inh, XiGFP reactiv, RAD54 branch, S100A4 inh HTS
Cc1cc(NC(=O)CSc2ccc3nnc(-c4cccs4)n3n2)no1
 : -10, 4.4, -4, -3, -1, 0.2, -5, 2
CC(=O)Nc1cccc(C(=O)/C=C/c2ccc(Br)cc2)c1
 : -1, ·, 0, 0, ·, 0.0, ·, -14

(more compounds)
structure	RAD52 anneal inh	E-sel inducer	ERp5 block	ERAP1 HTS inh	esBAF inh	XiGFP reactiv	RAD54 branch	S100A4 inh HTS
CC(=O)c1cccc(Nc2cc(C)nc3ccc(C)cc23)c1	13	·	4	·	·	0.0	·	-9
O=C(Nc1cc(C2CC2)nn1-c1ccccc1)c1ccc(F)cc1	-7	-0.5	-5	0	-4	0.0	-1	-16
COc1ccc(NC(=O)CSCCc2ccccn2)cc1OC	-12	0.4	4	-1	12	0.2	5	5
Cc1ccccc1-c1noc(-c2ccccc2C(=O)O)n1	8	-0.1	?	-8	27	-0.1	0	-4
S=c1[nH]c2cc3c(cc2[nH]1)OCCO3	-19	-0.1	2	·	·	0.0	·	-2
Cc1ccc(CN2CCC(CNC(=O)c3ccc(NC(=O)C4=CSCCO4)cc3)CC2)cc1	-1	0.7	4	-4	5	0.0	1	-2
CC(=O)Nc1ccc(N(C(=O)c2ccco2)C(C(=O)NC2CCCCC2)c2ccccc2)cc1 (configuration not stated)	-1	0.0	2	-6	-1	0.0	-1	2
COC(=O)c1ccc(NC(=O)CSc2nn3c(=O)c(C)nnc3s2)cc1	9	-0.7	10	-3	-3	0.1	11	2
O=C(Nc1ccccc1)N1CCCCN2[C@H](CO)[C@H](c3ccc(-c4ccccc4F)cc3)[C@H]2C1	50*	0.2	3	0	·	0.2	3	-4
O=C(c1ccc(F)cc1)N1CC(=O)N2[C@@H](CO)[C@@H](c3ccc(C#CC4CC4)cc3)[C@@H]2C1	-9	0.3	-1	0	·	0.1	·	-2
COc1ccc(S(=O)(=O)N(C)C[C@@H]2Oc3ccc(NS(=O)(=O)c4ccc(C)cc4)cc3C(=O)N([C@@H](C)CO)C[C@H]2C)cc1	-3	0.0	2	-2	·	0.1	·	-2
O=C(NNc1nc(-c2ccc(F)cc2)cs1)c1ccccc1	-5	3.9	-5	-1	·	1.7	·	3
COc1ccccc1NC(=O)C1CCCN(c2cnccn2)C1 (configuration not stated)	-10	11	-2	-6	-1	0.0	2	-6
CCOc1ccccc1C(=O)NN1CCOCC1	-6	-0.1	4	-1	4	0.3	-5	-20
Cc1nn(CC(=O)NC2CCC(C)CC2)c(=O)c(C#N)c1C (configuration not stated)	-8	0.7	-5	0	·	0.0	-5	1
Cc1cc(-c2ccc3ccccc3c2)n2ncnc2n1	-2	3.1	0	2	·	0.1	·	-5
COc1ccc(C(=O)OCC(=O)Nc2cccc(C(C)=O)c2)c(OC)c1OC	-8	0.1	-7	-3	-2	0.0	-2	0

Random excerpt: five entries already listed.
structure	RAD52 anneal inh	E-sel inducer	ERp5 block	ERAP1 HTS inh	esBAF inh	XiGFP reactiv	RAD54 branch	S100A4 inh HTS
CC(=O)c1cccc(Nc2cc(C)nc3ccc(C)cc23)c1	13	·	4	·	·	0.0	·	-9
CCOc1ccccc1C(=O)NN1CCOCC1	-6	-0.1	4	-1	4	0.3	-5	-20
S=c1[nH]c2cc3c(cc2[nH]1)OCCO3	-19	-0.1	2	·	·	0.0	·	-2
COc1ccc(C(=O)OCC(=O)Nc2cccc(C(C)=O)c2)c(OC)c1OC	-8	0.1	-7	-3	-2	0.0	-2	0
COC(=O)c1ccc(NC(=O)CSc2nn3c(=O)c(C)nnc3s2)cc1	9	-0.7	10	-3	-3	0.1	11	2
